Screening data deposited in PubChem by National Center for Advancing Translational Sciences (NCATS).
GAA inh – inhibitors of human lysosomal alpha-glucosidase; Potency, µM (titrated, usually from 76.9 µM), for inactives: at the top dose activity change, negative = inhibition, most hits filed as inhibitors; P10253; purified human GAA, 4-MU-alpha-glucoside fluorescence; actives 0.005% (n = 200,000); AID 1466;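 also: plate controls were uninhibited enzyme wells for no effect and no-enzyme background for full effect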
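Enzyme (4 nM final) mixed with compound (up to 77 uM), then 4-MU-alpha-D-pyranoside (400 uM final) added; 20 min at room temperature, pH 5.0. Reaction stopped at pH 10, fluorescence read, AC50 derived by Hill fit.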
GAA spleen mod – lysosomal alpha-glucosidase (human) modulation; actives 0.006% (n = 240,000); P10253; Potency, µM (highest dose often 79.9 µM), without a hit: at the top dose activity change, negative = inhibition, actives largely listed as inhibitors; human spleen homogenate, 4-MU-alpha-glucoside fluorescence; AID 2112;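 also: 0% = enzyme with vehicle and -100% = no enzyme basal signal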
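Human spleen homogenate (1 ug) with 4-methylumbelliferyl-alpha-D-glucopyranoside (1 mM final) in 50 mM citrate/phosphate pH 5.0, 0.01% Tween-20; 40 min at 37 C. Stopped at pH 10; 4-MU fluorescence Ex 365/Em 440 nm; AC50 by Hill fit.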
Tau FP inhib – inhibitors of human tau fibril formation; P10636; Potency, µM (doses to about 57.7 µM), for the others: at the highest dose activity, negative = inhibition, actives largely listed as inhibitors; actives 0.39% (n = 280,000); K18 P301L tau heparin fibrillization, Alexa594 FP, 6 h; AID 1468; also: % is scaled to controls: 0 for no effect and ±100 for the full control effect; nearly all actives have a fitted effect of over 55% in size
Target sequence (P10636 561-689 P618L limits assumed): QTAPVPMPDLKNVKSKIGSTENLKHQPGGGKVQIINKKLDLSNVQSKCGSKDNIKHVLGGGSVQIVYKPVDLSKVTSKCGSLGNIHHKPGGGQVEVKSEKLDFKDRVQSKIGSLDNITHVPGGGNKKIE
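K18 P301L tau (15 uM unlabeled/0.24 uM Alexa 594-labeled, final) + compound + heparin 20 uM final; 100 mM NaOAc pH 7; 6 hr 37 C; ThT 30 uM final added, 1 hr RT; FP ex 555/em 632 nm.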
HTT cytoprotect – cytoprotection in Huntington HTT-Q103 PC12 cell model; PC12 HTT-Q103 induced, cytoprotection, ATP luminescence, 40 h; Potency, µM (doses to about 56.4 µM), without a hit: cytoprotection (ATP increase), actives largely listed as activators; actives 0.14% (n = 230,000);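 also: % of control where 0% means no effect; nearly all actives have a fitted effect of over 45% in size; toxic huntingtin expression switched on by the ecdysone agonist tebufenozide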
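Rat PC12, Q103 Htt exon1-GFP fusion, ecdysone promoter; tebufenozide inducer 100 nM final; compound titration; qHTS, 1500 cells/well; ATPlite luminescent read.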
Tau fluor cs – counter-screen for tau fibril formation inhibitors; Potency, µM (highest dose often 57.7 µM), for inactives: at the highest dose activity change, negative = decrease; actives 0.93% (n = 280,000); tau K18 P301L Alexa594 fluorescence, heparin fibrillization; also: % is scaled to controls: 0 for no effect and ±100 for the full control effect; nearly all actives have a fitted effect of over 55% in size
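Human tau K18 P301L (15 uM unlabeled, 0.24 uM Alexa 594-labeled) in 100 mM sodium acetate pH 7 with 20 uM heparin, 6 hr at 37 C. ThT 30 uM added, 1 hr ambient; Alexa 594 FP and total fluorescence read at 555/632 nm.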
Tau fibril ThT – blocks human tau fibril formation measured by thioflavin T. recombinant tau K18 P301L (four-repeat tau fragment), heparin-induced fibrillization, ThT fluorescence. Potency, µM (titrated, usually from 57.4 µM), inactives show at the highest dose activity, negative = inhibition, usual class: inhibitors. actives 2.1% (n = 270,000). AID 1460; also: % is scaled to controls: 0 for no effect and ±100 for the full control effect; nearly all actives have a fitted effect of over 55% in size
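Heparin-induced (20 uM) aggregation of recombinant human K18 P301L tau, 15 uM unlabeled with 0.24 uM labeled, pH 7 acetate buffer, 6 hr at 37 C with compound. Fibrils quantified by 30 uM ThT fluorescence after 1 hr ambient incubation.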
aGal spleen mod – alpha-galactosidase A (human) modulation; Potency, µM (series often up to 80 µM), for inactives: at the highest dose activity change, negative = inhibition, hits mostly inhibitors; human spleen homogenate, 4MU-alpha-Gal fluorescence, 40 min; actives 0.008% (n = 240,000); P06280; AID 2107;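 also: 0% = enzyme with vehicle and -100% = no enzyme basal signal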
Target sequence (P06280 32-429 limits assumed): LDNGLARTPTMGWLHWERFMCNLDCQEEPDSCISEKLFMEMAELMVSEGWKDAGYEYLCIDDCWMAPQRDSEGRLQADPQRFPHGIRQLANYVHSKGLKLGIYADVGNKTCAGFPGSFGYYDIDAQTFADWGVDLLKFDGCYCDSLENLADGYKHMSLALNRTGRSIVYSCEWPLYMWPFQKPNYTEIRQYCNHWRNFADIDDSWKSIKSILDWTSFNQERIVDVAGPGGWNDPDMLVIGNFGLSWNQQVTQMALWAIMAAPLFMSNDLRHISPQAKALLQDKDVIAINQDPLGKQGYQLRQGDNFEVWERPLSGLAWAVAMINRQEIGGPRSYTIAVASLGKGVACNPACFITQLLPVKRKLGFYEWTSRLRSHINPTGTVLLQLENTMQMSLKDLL
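qHTS titration in buffer at pH 5.0. Alpha-galactosidase activity in spleen homogenate was measured via 4-methylumbelliferone release from 1 mM fluorogenic substrate after 40 min at 37C and a pH 10 stop. AC50 came from Hill fits of control-normalized data.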
GAA glycogen mod – inhibitors or activators of human alpha-glucosidase glycogen cleavage; AID 2100; P10253; recombinant GAA, glycogen substrate, Amplex Red glucose oxidase fluorescence; actives 0.38% (n = 300,000); Potency, µM (titrated, usually from 76.4 µM), inactives show top-dose activity change, negative = inhibition, most hits filed as inhibitors;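 also: 0% = full enzyme reaction and -100% = no-enzyme basal signal; the screen sought inhibitors and activators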
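Natural-substrate format: glycogen cleavage by 4 nM human enzyme, glucose read by Amplex Red coupling (Ex 573, Em 610 nm). Normalized to enzyme and no-enzyme controls.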
* = called active by the depositor; u = inconclusive; x = not tested or not shown; [ ] = remark or other dose. Calls follow the shape of the dose curve; as a rule, active = well fitted curve in the direction sought with a large enough effect; inconclusive = small, poorly fitted or top-dose-only effect, or another doubt; inactive = no such curve, though single readings can be large; an effect the other way counts as inactive or inconclusive. Potency is read from the fitted curve at half-maximal effect.

SMILES	GAA inh	GAA spleen mod	Tau FP inhib	HTT cytoprotect	Tau fluor cs	Tau fibril ThT	aGal spleen mod	GAA glycogen mod
Cc1nn(CCc2n[nH]c(=S)n2-c2ccc(F)cc2)c(C)c1[N+](=O)[O-]	-0.8%	-7.7%	3.3%	5.7%	-3.7%	-6.2%	-7.5%	-24.8%
CC1=NNC(=O)C1CCC(=O)N/N=C/C=C/c1ccccc1 (stereo unspecified)	4.7%	-9.7%	8.9%	-1.3%[10 µM]	6.5%	0.4%	-0.4%	u
CC1CCN(c2nc3ccc(C(=O)NCc4ccccc4)cc3s2)CC1	x	x	-7.6%	x	-1.2%	6.4%	x	18.5%[76.3 µM]
COC(=O)c1ccccc1OCCOCCOc1cccc2ccc(C)nc12	-2.9%[15.4 µM]	10.7%	10.2%	-10.3%	-5.1%	-13.8%	4.2%	-1.5%
CCOc1ccccc1C1C(C(=O)Nc2ccccc2OC)=C(C)Nc2nc3ccccc3n21 (stereo unspecified)	x	x	-9.3%	x	-4.3%	2.8%	x	10.7%[76.3 µM]
COc1cc(CN2CCN(c3ccc(C)cc3)CC2)cc([N+](=O)[O-])c1O	-6.5%	1.0%	-0.2%	-30.8%	-21.2%	u	0.5%	0.1%
Cc1ccc2[nH]c3c(c2c1)CCc1cn[nH]c1-3	-4.1%	-1.6%	u	-10.8%[10 µM]	25.1µM*[quencher]	12.6µM*	-4.3%	-14.8%
COC(=O)C(C)Sc1nnc(Cc2cc(=O)[nH]c(=O)[nH]2)n1-c1ccc(Cl)cc1 (stereo unspecified)	-6.3%[15.4 µM]	-3.9%	-4.4%	-12.8%	-0.8%	-9.8%	0.8%	8.7%
CCOc1ccc(C(Nc2ccc(C)cc2)P2(=O)OCCCO2)cc1 (stereo unspecified)	-3.0%	-7.4%	0.4%	7.2%	-9.7%	-9.5%	0.4%	-2.0%
CC(C)CN(C(=O)CN1CCC(C)CC1)c1c(N)n(CC(C)C)c(=O)[nH]c1=O	1.5%	3.7%	1.7%	-19.6%	-3.1%	-1.7%	-4.7%	-0.5%
CN1CCN(C(=O)/C(=C/c2cccs2)NC(=O)c2ccco2)CC1	u	-4.9%	4.4%	-2.9%[10 µM]	-0.1%	-4.5%	-5.1%	10.2%
CCCOc1ccc(Cc2nc(N)nc(N)n2)cc1	-6.7%	-7.9%	2.1%	-15.3%[0.074 µM]	1.5%	-1.7%	-24.4%	1.8%
Cn1c(=O)n(Cc2ccccc2Cl)c(=O)c2c1nc1n2CCN1c1ccccc1	x	x	0.5%	x	-11.9%	-5.9%	x	13.5%[76.3 µM]
Clc1ccc(-c2nnc(-c3ccccc3)nc2N2CCSCC2)cc1	-15.9%	0.2%	1.2%	-9.2%	-3.3%	2.7%	4.2%	6.9%
O=C(/C=C/c1ccc([N+](=O)[O-])cc1)OCC(=O)N1c2ccccc2Sc2ccccc21	-3.8%	-2.6%	12.9%	35.5%[10 µM]	u	-15.9%	3.0%	11.2%
Cc1ccc(S(=O)(=O)n2[nH]c(=O)c(CCO)c2C)cc1	-2.7%	0.2%	5.0%	-4.5%	5.7%	1.8%	-0.1%	8.9%
CN(C)S(=O)(=O)c1ccc2nc(NC(=O)c3cccnc3)sc2c1	2.0%	3.8%	0.3%	-89.1%[inhibitor]	-1.3%	1.2%	6.6%	-2.8%
CCCCNC(=O)Nc1nc2ccc(CC)cc2s1	-2.9%	-12.3%	-2.0%	-3.6%[10 µM]	-11.0%	-0.7%	-3.0%	-2.6%
O=C(Nc1ccccc1N1CCOCC1)c1ccc2ccccc2n1	-4.8%	-6.6%	-8.6%	-45.3%	-27.0%	-16.5%	-6.7%	-8.3%
Cc1cc2ccccc2n1CCNC(=O)c1cccs1	1.6%	2.1%	-2.8%	0.4%[10 µM]	-21.1%	u	4.8%	3.2%
COc1ccc(OCCNC(=O)Nc2cc(F)c(F)cc2Cl)cc1	2.7%	-25.9%	-4.1%	x	-13.5%	-0.1%	0.3%	-0.9%
Cc1cc(NC(=O)COC(=O)c2oc3c(ccc4ccccc43)c2C)no1	3.8%	-4.1%	-8.9%	x	-19.3%	-6.0%	0.7%	-2.8%
Cn1c(=S)ccc2ccccc21	1.1%	0.3%	-11.5%	24.3%[10 µM]	-7.4%	u	3.3%	1.6%
O=c1c(/C=N/O)coc2ccc3ccccc3c12	1.5%	-1.6%	5.5%	-15.5%[0.074 µM]	-4.7%	u	3.6%	-5.2%

Full records, quoted from the list. Screens in order: GAA inh	GAA spleen mod	Tau FP inhib	HTT cytoprotect	Tau fluor cs	Tau fibril ThT	aGal spleen mod	GAA glycogen mod
`COc1ccc(OCCNC(=O)Nc2cc(F)c(F)cc2Cl)cc1` is listed with 2.7%	-25.9%	-4.1%	x	-13.5%	-0.1%	0.3%	-0.9%
`CN(C)S(=O)(=O)c1ccc2nc(NC(=O)c3cccnc3)sc2c1` is listed with 2.0%	3.8%	0.3%	-89.1%[inhibitor]	-1.3%	1.2%	6.6%	-2.8%
`O=C(/C=C/c1ccc([N+](=O)[O-])cc1)OCC(=O)N1c2ccccc2Sc2ccccc21` is listed with -3.8%	-2.6%	12.9%	35.5%[10 µM]	u	-15.9%	3.0%	11.2%

(continued)
SMILES	GAA inh	GAA spleen mod	Tau FP inhib	HTT cytoprotect	Tau fluor cs	Tau fibril ThT	aGal spleen mod	GAA glycogen mod
Cc1ccccc1CNC(=O)c1ccc(CSCc2ccccc2)cc1	-6.9%	-4.6%	-2.8%	0.3%[10 µM]	-27.1%	u	-0.8%	-5.1%
CCN(CC)c1ccc(/C=N/NC(=O)c2cccc(S(=O)(=O)N3CCOCC3)c2)c(O)c1	10.5%	-1.6%	u	-162.0%[inhibitor]	u	-11.5%	-5.0%	-23.3%
Cc1cnc(NC(=O)c2sc(Nc3ccccc3)nc2N)o1	x	-3.7%	9.2%	8.5%[10 µM]	u	x	-1.8%	-27.6%
COc1ccc(NC(=S)NC2CCCCC2)cn1	8.6%	5.0%	0.3%	-21.6%	-2.8%	-2.3%	2.4%	-4.1%
O=C1C(Cc2ccccc2)NC(=S)N1c1ccccc1 (stereo unspecified)	1.4%[15.4 µM]	-2.2%	-11.9%	19.3%	-17.9%	-11.2%	-7.7%	u
COc1ccc(Cc2nnc(NC(=O)c3cccc(C)c3)s2)cc1	7.3%	3.9%	-14.3%	16.6%[10 µM]	-3.1%	-6.7%	1.8%	16.8%
CN1C(=O)S/C(=C/c2cccn2-c2cccc(C(=O)O)c2)C1=O	-0.7%	-11.3%	1.6%	-8.3%	4.6%	-0.3%	-1.0%	5.2%
CCOC(=O)c1c(NC(=O)CN2C(=O)c3ccccc3C2=O)sc(Cc2ccc3c(c2)OCO3)c1C	-8.3%[15.4 µM]	-2.6%	6.2%	x	-17.5%	-15.2%	-3.0%	1.1%
O=C1OCCN1C(=O)[C@H]1[C@H](c2ccccc2)C(c2ccccc2)=NN1c1ccc(Br)cc1	x	12.2%	-1.6%	-45.0%[inhibitor]	u	-7.7%	u	x
c1ccc2oc(-c3ccn[nH]3)cc2c1	x	1.9%	5.9%	-12.0%[10 µM]	2.2%	2.0%	7.6%	9.8%
CC(=O)N1N=C2/C(=C/c3ccccc3)CCCC2C1c1ccccc1 (stereo unspecified)	10.5%	-14.5%	6.8%[2.34 µM]	26.6%[10 µM]	6.5%[2.34 µM]	-2.6%	-9.1%	-2.6%
O=C(NNC(=S)Nc1cccc(Cl)c1)c1ccccc1OC(F)F	-6.5%	6.4%	15.1%	x	-17.2%	u	-0.2%	0.4%

Quoted at random: four entries already listed, in no set order.
SMILES	GAA inh	GAA spleen mod	Tau FP inhib	HTT cytoprotect	Tau fluor cs	Tau fibril ThT	aGal spleen mod	GAA glycogen mod
Cc1ccc2[nH]c3c(c2c1)CCc1cn[nH]c1-3	-4.1%	-1.6%	u	-10.8%[10 µM]	25.1µM*[quencher]	12.6µM*	-4.3%	-14.8%
CC(C)CN(C(=O)CN1CCC(C)CC1)c1c(N)n(CC(C)C)c(=O)[nH]c1=O	1.5%	3.7%	1.7%	-19.6%	-3.1%	-1.7%	-4.7%	-0.5%
CC1CCN(c2nc3ccc(C(=O)NCc4ccccc4)cc3s2)CC1	x	x	-7.6%	x	-1.2%	6.4%	x	18.5%[76.3 µM]
O=c1c(/C=N/O)coc2ccc3ccccc3c12	1.5%	-1.6%	5.5%	-15.5%[0.074 µM]	-4.7%	u	3.6%	-5.2%

Next results:
SMILES	GAA inh	GAA spleen mod	Tau FP inhib	HTT cytoprotect	Tau fluor cs	Tau fibril ThT	aGal spleen mod	GAA glycogen mod
COc1cccc(C(=O)n2nc(-c3cccnc3)nc2NCc2ccc(F)cc2)c1	x	x	0.9%	x	u	u	x	-2.9%[76.3 µM]
CCN(CC)S(=O)(=O)c1ccc2c3c(cccc13)C(=O)N2	-8.6%	-3.1%	-8.2%	-5.0%	2.0%	7.6%	8.5%	-0.1%
CC(C)OC(=O)CSc1nnc2n1C(C)(C)Cc1ccccc1-2	6.4%	1.9%	4.5%	-11.9%[10 µM]	2.1%	-4.4%	2.1%	7.9%
CC(=O)Nc1ccc(NC(=O)c2cc3sccc3n2Cc2ccc(Cl)cc2)cc1	x	x	u	x	u	-4.8%	x	-7.5%[76.3 µM]
Cc1ccc(C(=O)NNC(=O)Cc2cccs2)cc1	-2.2%	-6.2%	9.0%	19.8%[10 µM]	-4.0%	-2.5%	-4.0%	15.6%
CCN1C(C)=C(C(=O)OC)C(c2ccccc2)N2C(=O)[C@@]3(C(=O)OC)O[C@@]12C1C(=O)N(c2ccccc2)C(=O)C13 (stereo partly specified)	x	4.6%[17.4 µM]	0.5%[11.6 µM]	0.8%[10 µM]	-24.4%[11.6 µM]	u	15.8%[17.5 µM]	x
Cc1ccc(N=C2NC(=O)/C(=C\c3ccc(C)s3)S2)cc1	-4.0%	2.9%	-12.5%	-4.3%[10 µM]	-14.5%	u	6.3%	-6.7%
CCCn1nc(NC(=O)C2CCCO2)c2cc3cc(C)ccc3nc21 (stereo unspecified)	-1.4%	8.1%	7.4%	-42.8%[inhibitor]	-9.4%	-12.8%	16.0%	-4.9%
